mlh1 rad18: NCI yeast anticancer drug screen, S. cerevisiae mlh1 rad18 strain; 79,000 compounds, 11% hits; % growth inhibition at 50 µM;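 note: 0% = growth of vehicle-only cultures of the same strain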
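Steps: expose repair-defective yeast to compound; measure growth; express inhibition against vehicle-treated controls.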
rad50: NCI yeast anticancer drug screen, S. cerevisiae rad50 strain | 79,000 compounds, 10% hits | growth inhibition, % at 50 µM;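 note: 0% = growth of vehicle-only cultures of the same strain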
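Inhibition values express reduced yeast growth in compound-treated cultures relative to vehicle-treated controls.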
sgs1 mgt1: NCI yeast anticancer drug screen, S. cerevisiae sgs1 mgt1 strain | AID 161 | 78,000 compounds, 10% hits | growth inhibition, % at 50 µM;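 note: 0% = growth of vehicle-only cultures of the same strain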
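Compounds are added to genetically altered yeast, and growth is compared with cultures given vehicle alone to give percent inhibition.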
yeast bub3: NCI yeast anticancer drug screen, S. cerevisiae bub3 mutant strain | growth inhibition, % at 50 µM | 78,000 compounds, 9.9% hits;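 note: 0% = growth of vehicle-only cultures of the same strain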
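Whole-cell yeast assay. The mutant strain was incubated with compounds, and growth inhibition was determined by comparison with vehicle-treated cells.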
cln2 rad14: NCI yeast anticancer drug screen, S. cerevisiae cln2 rad14 strain. 78,000 compounds, 8.3% hits. growth inhibition, % at 50 µM;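 note: 0% = growth of vehicle-only cultures of the same strain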
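Test compounds were added to cln2 rad14 yeast cultures; inhibition of growth was then determined by comparison with vehicle treatment.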
yeast mec2-1: NCI yeast anticancer drug screen, S. cerevisiae mec2-1 strain; 79,000 compounds, 9% hits; % growth inhibition at 50 µM; AID 157;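 note: 0% = growth of vehicle-only cultures of the same strain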
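Yeast mec2-1 mutant treated with compound. Readout: growth inhibition vs vehicle controls.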
* marks the source's active call; other numbers are inactive results. Cut-off read from the data, not from the text of the source: active = growth inhibition above about 70%; inactive = the rest. The order is random; about 13% have a hit in one of these screens.

For Cc1[nH]c(=O)[nH]c(=S)c1C(=O)NC(C)(CO)CO the results were mlh1 rad18 26, rad50 -31, sgs1 mgt1 15, yeast bub3 18, cln2 rad14 27 and yeast mec2-1 8.
CC(=O)OCc1ccc(O)c2ncccc12 was read as mlh1 rad18 55, rad50 96*, sgs1 mgt1 54, yeast bub3 67, cln2 rad14 41 and yeast mec2-1 94*.
Screening O=C(NCCCl)NC1CCCCCCCCCCC1 returned mlh1 rad18 -2, rad50 -5, sgs1 mgt1 -8, yeast bub3 12, cln2 rad14 -39 and yeast mec2-1 -7.
Screening O=C1NC(=O)C2C3C=CC(C3)C12 (stereo not drawn) returned mlh1 rad18 11, rad50 3, sgs1 mgt1 94*, yeast bub3 -4, cln2 rad14 -13 and yeast mec2-1 -2.
For CN(C)c1ccc(/C=N/NC(=O)c2ccccc2NC(=O)c2ccc(Cl)cc2)c(Cl)c1 the results were mlh1 rad18 0, rad50 1, sgs1 mgt1 20, yeast bub3 -6, cln2 rad14 -6 and yeast mec2-1 0.
C1=NC(c2ccccc2)=CN(C2CCCCCCC2)C1(c1ccccc1)C1CCCCCCC1 (stereo not drawn) was read as mlh1 rad18 50, rad50 40, sgs1 mgt1 40, yeast bub3 61, cln2 rad14 46 and yeast mec2-1 72*.
For CNC(=O)C1CCCN1C(=O)C(Cc1cnc[nH]1)NC(=O)C1CCC(=O)N1 (stereo not drawn) the results were mlh1 rad18 -17, rad50 -21, sgs1 mgt1 -12, yeast bub3 -14, cln2 rad14 12 and yeast mec2-1 -14.
CN(c1ccccc1)c1c2c(oc(=O)c1Cl)-c1ccccc1SC2 was read as mlh1 rad18 55, rad50 86*, sgs1 mgt1 62, yeast bub3 94*, cln2 rad14 11 and yeast mec2-1 46.
Cc1cc(O)c(C=O)c2c1C(=O)Oc1c(CO)c(O)c3c(c1O2)C(O)OC3=O (stereo not drawn) was read as mlh1 rad18 16, rad50 26, sgs1 mgt1 15, yeast bub3 11, cln2 rad14 11 and yeast mec2-1 0.
COc1ccccc1N1C(=O)CSC1c1c[nH]c2ccccc12 (stereo not drawn) was read as mlh1 rad18 -41, rad50 -38, sgs1 mgt1 -60, yeast bub3 -25, cln2 rad14 -28 and yeast mec2-1 -56.
Screening COC(=O)NC1CCCCCCCCCCC1I (stereo not drawn) returned mlh1 rad18 99*, rad50 99*, sgs1 mgt1 17, yeast bub3 3, cln2 rad14 -2 and yeast mec2-1 82*.
Cc1ccc(S(=O)(=O)Nc2ccccc2-c2nc3ccc([N+](=O)[O-])cc3c(=O)o2)cc1 was read as mlh1 rad18 45, rad50 36, sgs1 mgt1 22, yeast bub3 12, cln2 rad14 1 and yeast mec2-1 36.
`O=c1[nH]c(Br)nc2c(Br)c[nH]c12` gave mlh1 rad18 -19, rad50 -17, sgs1 mgt1 -18, yeast bub3 -22, cln2 rad14 -13 and yeast mec2-1 0.
Screening C/C=C/C(=O)Nc1cccc(OC(=O)NC(C)(C)C)c1 returned mlh1 rad18 2, rad50 9, sgs1 mgt1 4, yeast bub3 18, cln2 rad14 -2 and yeast mec2-1 13.
Screening CC(C)=C(Nc1ccccc1)NC(C)C returned mlh1 rad18 -3, rad50 47, sgs1 mgt1 -28, yeast bub3 -41, cln2 rad14 -16 and yeast mec2-1 -19.
For Brc1ccc(-c2cc3c(cc2C2SCCS2)OCO3)cc1 the results were mlh1 rad18 34, rad50 64, sgs1 mgt1 67, yeast bub3 45, cln2 rad14 21 and yeast mec2-1 22.
Screening O=C(N/N=C/c1ccc(O)cc1)C(c1ccccc1)N1CCCCC1 (stereo not drawn) returned mlh1 rad18 -5, rad50 6, sgs1 mgt1 -7, yeast bub3 3, cln2 rad14 -19 and yeast mec2-1 -7.
For O=C(CCCC(=O)NNC(=O)Nc1ccc(Br)cc1)NNC(=O)Nc1ccc(Br)cc1 the results were mlh1 rad18 9, rad50 -6, sgs1 mgt1 -1, yeast bub3 3, cln2 rad14 5 and yeast mec2-1 0.
`COC(=O)C1(CC(=O)C(C)(C)C)NC(=S)NC(=O)C1C#N` (stereo not drawn) gave mlh1 rad18 -11, rad50 -4, sgs1 mgt1 -20, yeast bub3 -38, cln2 rad14 -15 and yeast mec2-1 -15.
Screening CC1=NN(C(=O)c2ccccc2O)C(=O)/C1=C/c1ccco1 returned mlh1 rad18 82*, rad50 88*, sgs1 mgt1 87*, yeast bub3 87*, cln2 rad14 84* and yeast mec2-1 87*.
`COc1cc2c(cc1OC)C(=O)C(c1[nH]c3cc(OC)c(OC)cc3c1O)=N2` gave mlh1 rad18 13, rad50 15, sgs1 mgt1 11, yeast bub3 4, cln2 rad14 11 and yeast mec2-1 55.
For Cc1ccc(C(=Nc2ccccc2)N=S(c2ccccc2)c2ccccc2)cc1 the results were mlh1 rad18 -31, rad50 -2, sgs1 mgt1 -19, yeast bub3 3, cln2 rad14 -16 and yeast mec2-1 6.
`Cc1ccc(S(=O)(=O)OC2C3OC(C)(C)OC3OC2C(c2cc(O)c3c(c2O)C(=O)c2ccccc2C3=O)c2cc(O)c3c(c2O)C(=O)c2ccccc2C3=O)cc1` (stereo not drawn) gave mlh1 rad18 -25, rad50 -36, sgs1 mgt1 -12, yeast bub3 -8, cln2 rad14 -5 and yeast mec2-1 -26.
Screening NC(N)=N/N=C\c1c2ccccc2cc2ccccc12 returned mlh1 rad18 73*, rad50 17, sgs1 mgt1 34, yeast bub3 21, cln2 rad14 2 and yeast mec2-1 37.
Screening CCCCC(CCc1ccc([N+](=O)[O-])cc1)(C(C)=O)C(=O)OCC (stereo not drawn) returned mlh1 rad18 62, rad50 60, sgs1 mgt1 47, yeast bub3 83*, cln2 rad14 5 and yeast mec2-1 13.
O=C(O)Cc1ccc([N+](=O)[O-])cc1 was read as mlh1 rad18 5, rad50 21, sgs1 mgt1 36, yeast bub3 13, cln2 rad14 15 and yeast mec2-1 -11.
Screening COC(=O)C(C)(C)C(C)=O returned mlh1 rad18 -30, rad50 -40, sgs1 mgt1 -38, yeast bub3 -27, cln2 rad14 8 and yeast mec2-1 -47.
`CCOP(=O)(OCC)/C(C#N)=C/c1ccc(C(F)(F)F)cc1` gave mlh1 rad18 87*, rad50 89*, sgs1 mgt1 91*, yeast bub3 89*, cln2 rad14 89* and yeast mec2-1 92*.
For CC(C)CC(=O)CC(=O)CCC(=O)Nc1ccc(Cl)cc1Cl the results were mlh1 rad18 8, rad50 -31, sgs1 mgt1 17, yeast bub3 1, cln2 rad14 -24 and yeast mec2-1 7.
`COc1ccccc1OCC(COC(=O)Nc1ccccc1)OC(=O)Nc1ccccc1` (stereo not drawn) gave mlh1 rad18 -18, rad50 -44, sgs1 mgt1 -30, yeast bub3 -18, cln2 rad14 -1 and yeast mec2-1 -27.
Screening Cc1ccc(S(=O)(=O)N/N=C2/C(=O)N(c3ccc(Cl)cc3C)C(=O)C(=O)C2c2nc3ccccc3s2)cc1 (stereo not drawn) returned mlh1 rad18 11, rad50 1, sgs1 mgt1 2, yeast bub3 -2, cln2 rad14 8 and yeast mec2-1 21.
For CCCCCCCCCNC(C)=O the results were mlh1 rad18 -17, rad50 14, sgs1 mgt1 3, yeast bub3 17, cln2 rad14 -49 and yeast mec2-1 5.
`O=C(COc1ccccc1Cl)N1N=C(c2ccc(Cl)cc2)CC1(O)c1ccccc1` (stereo not drawn) gave mlh1 rad18 -17, rad50 -18, sgs1 mgt1 -43, yeast bub3 -26, cln2 rad14 -1 and yeast mec2-1 -7.
`C1=C(c2ccc(-c3ccccc3)cc2)Nc2ccccc2S1` gave mlh1 rad18 4, rad50 13, sgs1 mgt1 8, yeast bub3 42, cln2 rad14 5 and yeast mec2-1 17.
CC(C)(C)C1CCC(C(=O)O)CC1 (stereo not drawn) was read as mlh1 rad18 25, rad50 24, sgs1 mgt1 20, yeast bub3 6, cln2 rad14 11 and yeast mec2-1 -3.
CC(C)(C)N1COCC(COc2ccc(Cl)cc2)OC1 (stereo not drawn) was read as mlh1 rad18 25, rad50 -13, sgs1 mgt1 5, yeast bub3 -16, cln2 rad14 11 and yeast mec2-1 -4.
Screening c1ccc(CN2CCCCc3ccccc32)cc1 returned mlh1 rad18 -1, rad50 6, sgs1 mgt1 5, yeast bub3 -5, cln2 rad14 14 and yeast mec2-1 6.
Screening OC12c3ccccc3C1CCCCCCCCCC21OCCO1 (stereo not drawn) returned mlh1 rad18 -28, rad50 -22, sgs1 mgt1 -41, yeast bub3 -19, cln2 rad14 5 and yeast mec2-1 -2.
For O=C1OC(=O)C2C1C1C=CC2C1(c1ccccc1)c1ccccc1 (stereo not drawn) the results were mlh1 rad18 7, rad50 9, sgs1 mgt1 9, yeast bub3 26, cln2 rad14 -6 and yeast mec2-1 4.
CCCCCCC(C)NCCSS(=O)(=O)O (stereo not drawn) was read as mlh1 rad18 -6, rad50 -2, sgs1 mgt1 11, yeast bub3 -7, cln2 rad14 6 and yeast mec2-1 29.

An excerpt from above in order of count of non-hydrogen atoms, descending.
Screening Cc1ccc(S(=O)(=O)N/N=C2/C(=O)N(c3ccc(Cl)cc3C)C(=O)C(=O)C2c2nc3ccccc3s2)cc1 (stereo not drawn) returned mlh1 rad18 11, rad50 1, sgs1 mgt1 2, yeast bub3 -2, cln2 rad14 8 and yeast mec2-1 21.
Cc1cc(O)c(C=O)c2c1C(=O)Oc1c(CO)c(O)c3c(c1O2)C(O)OC3=O (stereo not drawn) was read as mlh1 rad18 16, rad50 26, sgs1 mgt1 15, yeast bub3 11, cln2 rad14 11 and yeast mec2-1 0.
COc1ccccc1N1C(=O)CSC1c1c[nH]c2ccccc12 (stereo not drawn) was read as mlh1 rad18 -41, rad50 -38, sgs1 mgt1 -60, yeast bub3 -25, cln2 rad14 -28 and yeast mec2-1 -56.
`COC(=O)C1(CC(=O)C(C)(C)C)NC(=S)NC(=O)C1C#N` (stereo not drawn) gave mlh1 rad18 -11, rad50 -4, sgs1 mgt1 -20, yeast bub3 -38, cln2 rad14 -15 and yeast mec2-1 -15.
Screening NC(N)=N/N=C\c1c2ccccc2cc2ccccc12 returned mlh1 rad18 73*, rad50 17, sgs1 mgt1 34, yeast bub3 21, cln2 rad14 2 and yeast mec2-1 37.
Screening COC(=O)NC1CCCCCCCCCCC1I (stereo not drawn) returned mlh1 rad18 99*, rad50 99*, sgs1 mgt1 17, yeast bub3 3, cln2 rad14 -2 and yeast mec2-1 82*.
Screening COC(=O)C(C)(C)C(C)=O returned mlh1 rad18 -30, rad50 -40, sgs1 mgt1 -38, yeast bub3 -27, cln2 rad14 8 and yeast mec2-1 -47.

(listing goes on)
CC1=C(c2ccco2)C(c2ccco2)OC1=O (stereo not drawn) was read as mlh1 rad18 -7, rad50 8, sgs1 mgt1 16, yeast bub3 18, cln2 rad14 -17 and yeast mec2-1 27.
Screening CCCC[P+](c1ccccc1)(c1ccccc1)c1ccccc1 returned mlh1 rad18 65, rad50 45, sgs1 mgt1 48, yeast bub3 33, cln2 rad14 37 and yeast mec2-1 40.
CC(=O)OC1=CC2(OC(C)=O)CC(C)(C)C1C1C(=O)C=CC(=O)C12 (stereo not drawn) was read as mlh1 rad18 17, rad50 53, sgs1 mgt1 68, yeast bub3 74*, cln2 rad14 34 and yeast mec2-1 65.
For CCN(CC)c1ccc2cc(-n3nnc4ccccc43)c(=O)oc2c1 the results were mlh1 rad18 1, rad50 -8, sgs1 mgt1 31, yeast bub3 21, cln2 rad14 -100 and yeast mec2-1 -12.
Screening COC1(OC)C2(Cl)CC(C(=O)O)C1(Cl)C(Cl)=C2Cl (stereo not drawn) returned mlh1 rad18 14, rad50 8, sgs1 mgt1 20, yeast bub3 -1, cln2 rad14 -52 and yeast mec2-1 4.
